Screening results as filed in PubChem.
p53ts 39C tox – qHTS Screen for Compounds that Selectively Target Cancer Cells with p53 Mutations: Cytotoxicity of p53ts Cells at the Nonpermissive Temperature | AID 902, 2007 | 1.5% of 130,000 active | Potency, µM (top dose mostly 46.1 µM), without a hit: at the top dose activity change, negative = cell killing, actives largely listed as cytotoxic | H1299-p53A138V viability at 39C, ATP luminescence, 24 h; further: nearly all actives have a fitted effect of over 55% in size
Imprint erasure – qHTS Assay for Compounds that Induce Erasure of Genomic Imprints | Potency, µM (series often up to 60.7 µM), for inactives: at the top dose activity change, positive = activation, most hits filed as activators | mouse ES Peg3-LacZ reporter, beta-gal luminescence, 40 h | 0.02% of 110,000 active;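 further: 0% = negative control wells on the plate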
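Each well holds 300 Peg3LacZ-Neo (maternal) female ES cells incubated 40 h at 37C, 5% CO2. LacZ is measured by BetaGlo luminescence, with AC50 and maximum efficacy derived from dose-response curves.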
p53ts 32C tox – qHTS Screen for Compounds that Selectively Target Cancer Cells with p53 Mutations: Cytotoxicity of p53ts Cells at the Permissive Temperature | H1299-p53A138V at 32C, ATP luminescence viability, 24 h | Potency, µM (titrated, usually from 46.1 µM), for the others: at the top dose activity change, negative = cytotoxicity, hits mostly cytotoxic | 0.93% of 130,000 active | AID 924, 2007;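 further: 0% = DMSO and -100% = full killing by reference compound; nearly all actives have a fitted effect of over 55% in size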
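Cells: H1299 p53ts (A138V), 600/well, pre-incubated 16–30 h at 37C. Cpd up to 46 uM, 24 h, 32C. Readout: ATPlite luminescence, 20 min RT. Normalization: DMSO vs tamoxifen 100 uM. AC50 by Hill equation.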
IkB signaling – IkB Signaling. 0.04% of 110,000 active. Potency, µM (titrated, usually from 57.1 µM), inactives show top-dose IkBa stabilization activation. ABC-DLBCL IkBa-CBG/CBR dual luciferase ratio, 4 h; response scale: scaled: untreated 0%, proteasome inhibitor 100%; active means well fitted curve in the direction sought with a large enough effect in the signal ratio, not every such curve was filed as active; inconclusive means small, poorly fitted or top-dose-only effect, or a change in a side signal; the % refers to the signal ratio;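 further: the direction sought is a rising ratio; 0% = basal untreated cells and 100% = reference inhibitor full response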
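In this assay, an IκBα–CBG68 fusion accumulates when IKK-driven degradation is blocked; native CBR normalizes for cell number. OCI-Ly3 cells were treated 4 h with compound and doxycycline, then green and red light read after Chroma-Glo addition.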
* hit, by the source's call; ? = inconclusive; / = not tested or not shown; [ ] = another dose, or the depositor's remark. Unless noted, the call rests on the fitted dose curve; in most records, active means well fitted curve in the direction sought with a large enough effect; inconclusive means small, poorly fitted or top-dose-only effect, or another doubt; inactive means no such curve, though single readings can be large; an effect the other way counts as inactive or inconclusive. Unless noted, on the % scale 0 is the no-effect control and ±100 the full control effect; potency means the concentration at half of the fitted maximal effect. Compounds were not picked by outcome. Share with any hit: about 1.8%.

no.	smiles	p53ts 32C tox	Imprint erasure	IkB signaling	p53ts 39C tox
1	CC1=C(c2ccc(C)cc2)S(=O)(=O)N=C1N1CCN(c2ccccc2)CC1	-4%	-13%[10.9 µM]	?	-26%
2	CCCCOc1ccc(S(=O)(=O)n2nc(C)c(S(=O)(=O)N3CCC(C)CC3)c2C)cc1	-5%	-6%[10.9 µM]	1.3%	7%
3	Cc1ccc(OCC(=O)Nc2c(Cl)ccc3nsnc23)cc1C	-3%	-6%[10.9 µM]	-1.7%	-1%
4	O=C(Cn1cccc1)N1CCN(C(c2ccccc2)c2ccccc2)CC1	-3%	2%	4.5%	11%
5	CCOc1cc(C(=O)Nc2nnc3n2CCS3)cc(OCC)c1OCC	-3%	?	0.5%	-21%
6	COc1ccccc1-n1c(=O)oc2ccc(Cl)cc2c1=O	4%	-86%[inhibitor]	?	-1%
7	CCCCn1c(NCc2ccc(OC)cc2O)nc2ccccc21	-14%	-8%[10.9 µM]	?	2%
8	CCc1ccc(S(=O)(=O)Nc2ccc3c(c2)sc(=O)n3C)cc1	-8%	-13%[10.9 µM]	?	-23%
9	O=C(CN1c2ccccc2S(=O)(=O)c2ccccc21)Nc1ccccc1Cl	0%	-11%[10.9 µM]	?	10%
10	CC1CCCCN1C(=O)CN1C(=O)CN(C)C(=O)c2ccccc21 (centres undefined)	3%	/	0.4%	-1%
11	Cc1ccc(S(=O)(=O)c2nc(-c3cccc(C)c3)oc2N2CCCCC2)cc1	18%	-22%[10.9 µM]	1.3%	-2%
12	COc1ccc(N2CC(NC(=O)CCCc3ccccc3)CC2=O)cc1 (centres undefined)	-2%	12%[10.9 µM]	0.0%	-19%
13	CCN1CCN(CCNC(=O)c2ccc(CS(=O)(=O)c3ccccc3C)o2)CC1	-9%	-10%	0.2%	4%
14	O=C(NCc1ccc(F)cc1)C1CCN(S(=O)(=O)N2CCC3(CC2)OCCO3)CC1	3%	-10%	0.4%	0%
15	CSC1=N/C(=C\c2ccccc2F)C(=O)S1	-2%	-8%	-2.9%	-9%
16	CCOc1ccc2nc(N3CCCN(C(=O)Nc4ccccc4C)CC3)c(C#N)cc2c1	-14%	-11%	?	-1%
17	Cc1ccc(SCCNC(=O)C(CO)(CO)CO)cc1	-2%	6%	1.7%	0%
18	CN(C)c1ccc(CN2CCc3nc(N4CCN(c5ccccn5)CC4)ncc3C2)cc1	-22%	-15%[10.9 µM]	?	-17%
19	O=C(CSc1ncnc2c1oc1ccccc12)c1cccs1	4%	-16%	-0.9%	-7%
20	COc1cc(OC)cc(C(=O)NCCSCc2ccco2)c1	-9%	-21%	5.4%	-1%
21	Cc1cc(C#N)c(C)c(SCc2[nH]nc3c2C(c2ccccc2)C(C#N)=C(N)O3)n1 (centres undefined)	-6%	/	/	5%
22	O=C(COC(=O)CSc1nnc(-c2ccc(Cl)cc2)o1)NCc1ccc2c(c1)OCO2	-7%	-34%[inhibitor]	1.4%	-8%
23	CCc1ccc(CNC(=O)c2cc3n(n2)CCCN(Cc2ccccc2)C3=O)cc1	8%	?	?	-16%
24	CCOC(=O)c1sc(NC(=O)CN2C(=O)NC3(CC(C)CC(C)(C)C3)C2=O)c(C(=O)OCC)c1C (centres undefined)	-21%	/	/	-2%
25	COc1ccc(C(=O)c2sc3nc(-c4ccc(F)cc4)ccc3c2N)cc1	-3%	-9%[10.9 µM]	2.1%	21%
26	O=C(C1CCC(C(=O)N2CCCC2)CC1)N1CCCC1 (centres undefined)	2%	-9%	-0.2%	3%
27	CCn1cc(C(=O)N=c2sc3ccccc3n2C)c(=O)c2ccc(C)nc21	6%	-1%	0.8%	-2%
28	CCN(C(=O)c1cn(-c2ccc(OC)cc2)c(=O)c2ccccc12)c1cccc(Cl)c1	16%	-14%[10.9 µM]	?	?
29	CC(=O)N1CCCc2cc(S(=O)(=O)N3CCCC(C(=O)Nc4ccc(C)cc4C)C3)ccc21 (centres undefined)	1%	8%[10.9 µM]	?	-14%
30	Cc1ccc(OCC(O)CN2CCN(CC(O)COC(C)C)CC2)c(C(C)(C)C)c1 (centres undefined)	-6%	-9%	2.3%	-17%
31	Nc1nc(N)c(CCCCc2ccccc2)c(N)n1	-6%[9.22 µM]	-13%[10.9 µM]	1.2%[11.4 µM]	-4%[9.22 µM]
32	CC12CCC(C(=O)NCCCn3ccnc3)(OC1=O)C2(C)C (centres undefined)	5%	3%	0.1%	19%
33	COc1ccc(CCNC(=O)c2cc3ccccn3n2)c(OC)c1OC	-7%	-11%	2.7%	-6%
34	COC(=O)C1CCN(S(C)(=O)=O)CC1	-1%	5%	0.5%	16%
35	CCC(=O)N1CCc2cc(Br)cc(S(=O)(=O)CCC(=O)NCCc3ccc(OC)c(OC)c3)c21	8%	5%[10.9 µM]	4.2%	15%
36	NC(=O)c1cc2ccc(O)cc2oc1=NCc1ccccc1	?	-96%[inhibitor]	?	?
37	COc1ccc(C2(C(=O)Nc3ccc(C(=O)N4CCOCC4)cc3)CCOCC2)cc1	-16%	-5%	-0.5%	-6%
38	COc1ccc(-c2cn3nc(N4CCCC(C(=O)Nc5cccc(OC)c5)C4)sc3n2)cc1 (centres undefined)	5%	-16%[10.9 µM]	?	7%
39	O=[N+]([O-])c1ccc(NNC(=S)Nc2ccc(F)cc2)cc1	-9%	/	/	-6%
40	O=C(O)C1CSC2(c3ccc4c(c3)OCCO4)CCC(=O)N12 (centres undefined)	-1%	17%	0.2%	3%

One compound at a time, as listed above.
CCn1cc(C(=O)N=c2sc3ccccc3n2C)c(=O)c2ccc(C)nc21 across the screens: p53ts 32C tox = 6%; Imprint erasure = -1%; IkB signaling = 0.8%; p53ts 39C tox = -2%
COC(=O)C1CCN(S(C)(=O)=O)CC1 across the screens: p53ts 32C tox = -1%; Imprint erasure = 5%; IkB signaling = 0.5%; p53ts 39C tox = 16%

Next section.
no.	smiles	p53ts 32C tox	Imprint erasure	IkB signaling	p53ts 39C tox
41	CCN(c1cccc(C)c1)S(=O)(=O)c1nnc(NC(=O)C2CCCCC2)s1	-5%	-15%[10.9 µM]	?	?
42	CCCCN(C)CC(O)Cn1cc(/C=C/C(=O)c2ccc(Br)cc2)c2ccccc21 (centres undefined)	?	-4%[10.9 µM]	?	?
43	CCC1CN(C(=O)N2CCC(C(=O)Nc3cc(C)ccc3C)CC2)c2ccccc2O1 (centres undefined)	14%	5%[10.9 µM]	?	-13%
44	CNc1csc(C)c(C)c1=O	-5%	5%	-1.4%	-3%
45	CC1(C)CC(=O)C=C(Nc2ccc(S(N)(=O)=O)cc2)C1	-15%	8%	-1.5%	-4%
46	COc1ccc(C(CC(=O)Nc2ccc(C(C)=O)cc2)N2Cc3ccccc3C2=O)cc1 (centres undefined)	4%	4%[10.9 µM]	-4.2%	-19%
47	Cc1ccc2oc(-c3ccccc3)c(O)c(=O)c2c1	-14%	-6%	0.5%[11.4 µM]	-5%
48	CSCCC(NC(=O)C1CCC(C)CC1)C(=O)NCCN1CCOCC1 (centres undefined)	-16%	?	-1.5%	4%
49	O=S(=O)(Nc1ccc(N2CCCCC2)cc1)c1cccc2cccnc12	9%	/	/	5%
50	Cc1cccc2c1-c1sc(C(=O)N3CCN(c4ccc(F)cc4)CC3)cc1CO2	13%	4%[10.9 µM]	?	-25%
51	Cc1cccc(N2CC(C)Cn3c2nc2c3c(=O)n(CC(=O)OCc3ccccc3)c(=O)n2C)c1 (centres undefined)	-1%	-11%	?	-5%
52	CCc1cccc(C)c1NC(=O)C(CC)n1nc(C)c2c(C)n(-c3ccccc3)nc2c1=O (centres undefined)	-4%	-3%[10.9 µM]	0.9%	9%
53	CCS(=O)(=O)c1ccc2oc(SCC(=O)NCCC3=CCCCC3)nc2c1	11%	-18%	1.4%	-16%
54	N=c1nc(SCCC(=O)O)ss1	-2%	-35%[inhibitor]	1.5%	1%
55	Cc1cccc(CC(=O)Nc2cccc(-c3cn4cccnc4n3)c2)c1	11%	28%[10.9 µM]	?	-15%
56	COc1cc(OC)c(OC)cc1CN1CCCC(C(=O)N2CCCCC2)C1 (centres undefined)	-2%	-12%	-0.6%	0%
57	C=CCC(CC=C)(CNC(=O)C(=O)Nc1ccc(C(=O)OCC)cc1)c1ccccc1	-5%	-16%[10.9 µM]	-1.5%	-22%
58	CCc1ccc(CN2CCc3nc(Nc4ccc5c(c4)OCCO5)ncc3C2)cc1	5%	-12%[10.9 µM]	?	?
59	CCOC(=O)N1CCC2(CC1)C(C(=O)C13CC4CC(CC(C4)C1)C3)C2(C#N)C#N (centres undefined)	12%	?	1.9%	14%
60	CC1=C(C(=O)Nc2ccccc2)C(c2ccccc2)N2C(=O)CSC2=N1 (centres undefined)	-8%	2%	0.9%	4%

The final 3 compounds of the section above open the next one.
no.	smiles	p53ts 32C tox	Imprint erasure	IkB signaling	p53ts 39C tox
58	CCc1ccc(CN2CCc3nc(Nc4ccc5c(c4)OCCO5)ncc3C2)cc1	5%	-12%[10.9 µM]	?	?
59	CCOC(=O)N1CCC2(CC1)C(C(=O)C13CC4CC(CC(C4)C1)C3)C2(C#N)C#N (centres undefined)	12%	?	1.9%	14%
60	CC1=C(C(=O)Nc2ccccc2)C(c2ccccc2)N2C(=O)CSC2=N1 (centres undefined)	-8%	2%	0.9%	4%
61	Cc1ccc(C)c(NC(=O)C(=O)NCCCN2CCOCC2)c1	4%	-9%[10.9 µM]	-0.4%	-24%
62	COc1ccccc1CNc1ncncc1-c1cccc(NS(C)(=O)=O)c1	12%	-9%	3.0%[11.4 µM]	6%
63	CC(C)Cn1c(CN(C)Cc2ccccc2)nc2c1c(=O)n(C)c(=O)n2C	-1%	-14%	-1.6%	24%
64	CCCOc1ccc(-c2nn(-c3ccccc3)cc2C2NC(=O)NC(C)=C2C(=O)OC)cc1C (centres undefined)	-5%	-8%[10.9 µM]	?	?
65	COc1ccccc1NC(=O)CC(=O)CSc1nnc(-c2ccc(C)cc2)n1C	6%	-9%	3.1%	-4%
66	C[N+](C)(C)c1ncnc2c1ncn2[C@@H]1CCCCO1	13%[9.22 µM]	-13%[10.9 µM]	0.8%[11.4 µM]	8%[9.22 µM]
67	CCc1nnc(NC(=O)CSc2nnc(Cc3cccn3C)n2CCOC)s1	-15%	-18%	3.9%	-15%
68	CC1CCCCC1NC(=O)C1CCN(S(=O)(=O)N2CCC3(CC2)OCCO3)CC1 (centres undefined)	-1%	-6%	-0.2%	-2%
69	CN(C)CCN1C(=O)C(O)=C(C(=O)c2cc3ccccc3o2)C1c1ccc(N(C)C)cc1 (centres undefined)	17%	-17%	?	-22%
70	CC(=O)C1=C(O)C(=O)N(C2CCCCC2)C1c1ccccc1 (centres undefined)	-6%	-9%	7.3%	1%
71	CN(CC(=O)NCCc1ccccc1)S(=O)(=O)c1cccs1	0%	-12%	0.9%	-5%
72	Brc1ccccc1-n1ncc2c1ncn1nc(Cc3ccccc3)nc21	2%	-9%[10.9 µM]	0.4%	-19%
73	C/C(Cl)=C\Cn1c(NCCCn2ccnc2)nc2c1c(=O)n(C)c(=O)n2C	2%	-8%	-1.3%	12%
74	COc1ccc(C(=O)NCCc2csc(-c3ccc(Cl)cc3)n2)c(OC)c1	9%	-6%[10.9 µM]	?	-17%
75	COc1ccc(C2c3c(n(C)c4ccccc34)C(=O)N2CC(=O)Nc2c(C)cc(C)cc2C)cc1 (centres undefined)	19%	1%[10.9 µM]	?	-11%
76	CCOC(=O)c1cc(S(=O)(=O)N2CCN(c3cc(Cl)ccc3C)CC2)[nH]n1	3%	-6%[10.9 µM]	?	-11%
77	CCCCNC(=O)C1c2cc(OC)c(OC)cc2C(=O)N(C)C1c1ccc(OC)cc1 (centres undefined)	8%	-1%	-0.8%	-3%
78	CN(C)c1nc(OCC(=O)NC(C)(C)C)nc(N(C)C)n1	-3%	-5%	-0.5%	4%
79	Cc1cc(C)nc(Sc2nc(C)nc3c2oc2ccccc23)n1	7%	?	1.3%	?
80	COc1ccc(C(=O)Nc2nonc2-c2ccc(OC)c(OC)c2)cc1Cl	-6%	-14%[10.9 µM]	2.5%	-27%

Part of the list above, limited to p53ts 39C tox.
no.	smiles	p53ts 39C tox
75	COc1ccc(C2c3c(n(C)c4ccccc34)C(=O)N2CC(=O)Nc2c(C)cc(C)cc2C)cc1 (centres undefined)	-11%
76	CCOC(=O)c1cc(S(=O)(=O)N2CCN(c3cc(Cl)ccc3C)CC2)[nH]n1	-11%
